From PubChem
ABCB1 inh: blocks JC-1 efflux by human ABCB1 transporter; P08183; inhibition, % at 6.6 µM; CCRF-Adr cells, flow cytometry; 190,000 tested, 0.067% active; in the data active = inhibition above about 40%;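 also: 0% = vehicle and 100% = reference inhibitor; higher value means more JC-1 retained so stronger ABCB1 efflux block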
RGS7-Gao reg: modulates binding of RGS7 to human Galphao; P09471; Multiplexed bead flow cytometry; actives lie on both sides; binding response (% of control), % at 10 µM; 220,000 tested, 0.35% active; AID 1439; in the data active = binding response below about 49% or above about 150%; inconclusive = no clear call, values can overlap the other calls; inactive = in between;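 also: fluorescent Galphao held in activated GDP-AlF4 state binding bead-coupled RGS7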
Bim-Bcl-XL: disrupts Bim peptide binding to human Bcl-XL; Q07817; inhibition, % at 10 µM; bead flow cytometry, fluorescence; AID 1007; 190,000 tested, 0.04% active
Target sequence (Q07817 whole entry, looked up): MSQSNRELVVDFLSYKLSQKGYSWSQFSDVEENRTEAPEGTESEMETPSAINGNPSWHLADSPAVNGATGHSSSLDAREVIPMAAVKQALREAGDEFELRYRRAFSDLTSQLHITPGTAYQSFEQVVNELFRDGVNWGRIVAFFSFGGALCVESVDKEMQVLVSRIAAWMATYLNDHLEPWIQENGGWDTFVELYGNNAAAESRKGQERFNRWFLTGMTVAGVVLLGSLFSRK
ABCG2 block: inhibitors of human ABCG2 transporter, ABCB1 counter-screen; Q9UNQ0; IgMXP3 cells, JC-1 efflux, flow cytometry; inhibition, % at 6.6 µM; 190,000 tested, 0.1% active; AID 1325;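 active = inhibition above 80%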;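 also: 0% = DMSO and 100% = nicardipine control wells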
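Measure – % inhibition of efflux relative to nicardipine and DMSO · Test system – ABCG2 IgMXP3 and barcoded ABCB1 CCRF-Adr cell mix · Control set – nicardipine as high control, DMSO as low control · Compound – one concentration, 6.6 µM final · Signal – flow cytometry of retained JC-1 fluorescence · Timing – 10 min exposure at 25 °C with rotation, no wash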
Avidin bead fluor: compound fluoresces at 488/530 nm on avidin beads; compound fluorescence 488/530 nm, flow cytometry; stronger effect = higher value; fluorescence (KMESF) at 10 µM; 220,000 tested, 0.38% active; AID 1775; in the data active = fluorescence above about 47; also: inactives centre near 10
GSH fluor: compound fluoresces at 488/530 nm on GSH beads; 190,000 tested, 0.25% active; GSH beads flow cytometry, compound fluorescence 488/530 nm; stronger effect = higher value; fluorescence (KMESF) at 10 µM; in the data active = fluorescence above about 89;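 also: glutathione beads carrying GST-tagged Bcl family fusion proteins plus one bare bead set; values are compound well signal with DMSO vehicle wells as background; inactives centre near 16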
Bim-Bfl-1: inhibitors of Bim-Bfl-1 interaction, human; Q16548; Bead-based flow cytometry, Bim-Bfl-1 binding inhibition; inhibition, % at 10 µM; 190,000 tested, 0.12% active; AID 1008;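 also: 0% = wells without compound plus tracer and 100% = blocker peptide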
Bcl-B Bim block: disrupts Bim peptide binding to human Bcl-B; 190,000 tested, 0.073% active; Q9HD36; inhibition, % at 10 µM; bead-based flow cytometry;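 also: 0% = tracer peptide without compound and 100% = reference inhibitor peptide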
Target sequence (Q9HD36 whole entry, looked up): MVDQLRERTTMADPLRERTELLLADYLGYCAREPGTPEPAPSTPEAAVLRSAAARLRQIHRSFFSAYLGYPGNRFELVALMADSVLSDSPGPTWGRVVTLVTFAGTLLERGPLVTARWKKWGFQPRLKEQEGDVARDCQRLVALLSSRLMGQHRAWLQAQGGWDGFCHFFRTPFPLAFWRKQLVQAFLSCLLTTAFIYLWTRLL
RGS4-Gao reg: human RGS4-Galphao interaction regulation; P09471; Multiplexed bead flow cytometry, RGS4-Galphao binding; actives lie on both sides; binding response (% of control), % at 10 µM; 220,000 tested, 0.33% active; AID 1415; in the data active = binding response below about 49% or above about 150%; inactive = in between;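 also: fluorescent Galphao activated with aluminum fluoride binding bead-coupled RGS4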
Bim-Bcl-2: inhibitors of Bim-Bcl-2 interaction, human | Bead-based flow cytometry, Bim peptide-Bcl-2 binding | AID 950 | P10415 | inhibition, % at 10 µM | 190,000 tested, 0.06% active; in the data active = inhibition above about 40%; inconclusive = no clear call, values can overlap the other calls;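 also: 0% = no compound wells with probe peptide and 100% = reference peptide inhibitor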
Target sequence (P10415 whole entry, looked up): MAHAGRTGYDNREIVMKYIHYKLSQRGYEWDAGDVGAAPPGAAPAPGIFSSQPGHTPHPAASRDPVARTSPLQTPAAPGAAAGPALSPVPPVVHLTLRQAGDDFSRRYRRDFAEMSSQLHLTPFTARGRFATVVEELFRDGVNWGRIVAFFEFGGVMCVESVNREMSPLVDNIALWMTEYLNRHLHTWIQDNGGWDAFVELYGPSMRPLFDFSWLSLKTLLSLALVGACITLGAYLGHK
Bim-Bcl-W: disrupts Bim peptide binding to human Bcl-W. bead-based flow cytometry. inhibition, % at 10 µM. 190,000 tested, 0.02% active;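 also: 0% = bound tracer without compound and 100% = peptide blocker; higher means less fluorescent Bim peptide bound to Bcl-W beads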
Target sequence (Q92843 whole entry, looked up): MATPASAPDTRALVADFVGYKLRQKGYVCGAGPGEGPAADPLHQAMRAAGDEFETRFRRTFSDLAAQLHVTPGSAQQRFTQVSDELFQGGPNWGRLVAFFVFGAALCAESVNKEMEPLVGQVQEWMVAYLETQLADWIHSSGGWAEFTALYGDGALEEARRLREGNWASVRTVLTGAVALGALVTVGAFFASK
Numbers without * were called inactive; ? = inconclusive. Rule as the data show it, unless noted: active = inhibition above about 40%. An unsorted share of the library, and some 1.3% of all compounds hit somewhere here.

SMILES	ABCB1 inh	RGS7-Gao reg	Bim-Bcl-XL	ABCG2 block	Avidin bead fluor	GSH fluor	Bim-Bfl-1	Bcl-B Bim block	RGS4-Gao reg	Bim-Bcl-2	Bim-Bcl-W
COc1ccc(OC)c(CCNC(=O)CC2Oc3ccccc3NC2=O)c1 (stereo unspecified)	-2.6	104	-2	-4	7	20	-10	-4	105	-8	0
CN(Cc1ccccc1)C(=O)CN(c1ccc(F)cc1)S(=O)(=O)c1ccc2c(c1)OCCO2	3.1	99	-1	20	7	61	3	-1	101	1	-2
CCC(OCC(O)CN1CCN(CCN2C(=O)c3cccc4cccc(c34)C2=O)CC1)c1ccccc1 (stereo unspecified)	3.9	107	-1	-3	2	6	0	-5	101	3	-2
CCOC(=O)C1CCN(C(=O)C2(NC(=O)Nc3cccc(F)c3)CCCCC2)CC1	0.5	?	-1	1	12	14	-4	1	102	-2	1
Cc1cccc(N(C(=O)c2nsc(Cl)c2Cl)C(C(=O)NC2CCCC2)c2ccc(O)cc2)c1C (stereo unspecified)	0.6	100	-1	1	16	10	-3	0	101	-1	-2
O=C(Nc1cccnc1)OC1CCCC1	-0.1	105	-2	2	25	56	-8	-3	103	0	0
CC1=CC(C)(C)Nc2ccc(OC(=O)CN3C(=O)C4CCCCC4C3=O)cc21 (stereo unspecified)	0.7	95	5	0	6	35	-7	-5	98	-5	0
CCn1nnc(NC(=O)c2ccc(-c3ccc(Cl)cc3)o2)n1	0.5	100	-2	3	11	17	-2	-2	102	-3	-2
Cc1ccc2nc(Cl)c(C#N)cc2c1	1.1	102	-3	8	12	13	-8	-4	102	-3	-4
Cc1ccc(-n2c(-c3ccco3)nc3nc4ccccc4nc32)cc1	0.7	102	-5	19	5	23	0	-15	109	0	-3
O=C(Nc1ccc(N2CCOCC2)c(Cl)c1)c1c(F)c(F)c(F)c(F)c1F	0.2	99	3	3	9	32	5	-7	101	-3	-3
O=c1c2c3n(c(=O)nc2[nH]n1-c1ccccc1)CCCCC3	1.1	100	0	7	7	21	-2	0	101	0	0
O=C(COC(=O)c1cccc(S(=O)(=O)N2CCCC2)c1)Nc1ccccc1	-0.1	103	-1	0	9	70	0	-1	95	-2	-2
O=c1c2ccccc2c(C=NCCc2ccccc2)c(O)n1Cc1ccccc1	1.4	94	-2	3	37	20	-2	-3	93	-6	-4
COC(=O)c1cc(OC)c(OC)cc1NC(=O)C(C)c1ccc([N+](=O)[O-])cc1 (stereo unspecified)	2.6	99	-8	60	24	11	-6	-12	97	-7	-9
CCCOc1ccc(-c2nnc(-c3cccs3)o2)cc1	-0.3	97	-2	0	4	15	-2	-3	94	0	1
Cc1cccc(NC(=O)c2cc(-c3ccccn3)nc3ccccc23)c1C	1.7	?	-1	15	11	17	-3	-1	103	-2	0
CCOC(=O)C(=CNc1cc(C)nn1C(C)(C)C)C(=O)OCC	0.7	101	-1	5	39	13	-1	0	100	1	-4
CC(=O)c1sc(NC(=O)COc2ccc([N+](=O)[O-])cc2)nc1C	0.1	98	-1	2	9	10	-2	-2	99	0	-1
O=C(CC1C(=O)NCCN1Cc1c(F)cccc1Cl)NCc1ccccc1 (stereo unspecified)	0.3	81	0	1	10	11	-4	-2	85	3	-2
CC1(C)Cc2ccccc2-c2nc(NCCCO)n(-c3ccccc3)c(=O)c21	1.0	96	-6	20	39	26	-18	-9	100	-12	-1
N#Cc1cccc(Oc2ccc(-c3cnc4ccccc4n3)cc2)c1C#N	0.0	100	-8	1	16	12	0	-8	100	1	-8
Nn1c(Cc2ccccc2F)nnc1SCC(=O)N1CC(=O)Nc2ccccc21	1.0	99	-2	0	32	25	-2	-3	100	-2	-2
Cc1ccc(NC(=O)CN(C)c2ccc(S(=O)(=O)N3CCN(C)CC3)cn2)cc1	4.0	100	-7	9	14	37	-10	-6	97	-6	-6
COc1cc(CCC(=O)OCC(=O)NCc2ccccc2)cc(OC)c1OC	0.7	93	-2	17	6	23	0	5	96	3	-1
COC(=O)C1CC(O)CN1S(=O)(=O)c1cccs1 (stereo unspecified)	0.2	117	0	12	18	15	-3	-1	98	-2	1
CCOc1ccc(N2C(=O)CC(SC(=NC)Nc3cccc(OC)c3)C2=O)cc1 (stereo unspecified)	1.2	98	-2	5	10	11	-5	-1	102	0	-2
CCOc1ccc(NC(=O)CCn2cccc2)cc1	-0.4	111	-4	8	8	12	-10	-7	108	-12	3
O=C(Nc1nnc(-c2ccccc2Cl)o1)c1ccc(S(=O)(=O)N2CCCCCC2)cc1	-0.6	103	-4	-1	33	11	-2	-2	102	0	0
Cc1cccc(NC(=O)c2ccc(NCCc3ccccc3)c([N+](=O)[O-])c2)c1	0.3	97	-3	21	12	13	-10	-6	98	-2	-3
COc1cc(SC)ccc1C(=O)N1CCCCCC1	1.1	103	-10	10	35	23	-18	-9	99	-8	-4
Cc1ccc(-n2c(SCC(=O)N3CCOCC3)nnc2-c2cccnc2)cc1C	0.6	99	0	4	12	13	0	-2	98	-2	1
Cc1c(C)c(C)c(/C=[N+](/C)[O-])c(C)c1C	3.8	99	-2	9	2	9	0	-4	102	-2	-1
COc1ccc(NC(=O)C(C)N2c3cccc4cccc(c34)S2(=O)=O)cc1 (stereo unspecified)	0.4	102	-3	1	9	7	-3	-1	107	1	-3
CN1Cc2ccccc2N(CC(=O)NCc2ccccc2)C1=O	2.1	103	0	3	9	20	-6	-3	101	0	0
O=C1CCCc2nc3c(cc21)C(O)Oc1c-3ccc2ccccc12 (stereo unspecified)	0.1	93	-2	5	10	20	-4	-3	102	-2	0
CC1CCCC(C)N1CC(C)(C)NS(=O)(=O)c1ccc(Cl)cc1 (stereo unspecified)	0.1	102	0	0	34	23	-7	-2	96	-4	0
C/C(=N\OCc1ccccc1)c1c(O)cc(C(C)C)n(-c2ccccc2)c1=O	0.5	101	-4	4	3	10	-1	-6	101	1	-2
Cc1occc1C(=O)NC(C)C1CCCO1 (stereo unspecified)	2.6	102	-9	6	15	35	-10	-3	103	-9	-2
Cc1ccc(C=Nc2cccnc2N)cc1	2.9	102	-1	23	12	22	3	-3	105	-1	1
Cc1ccc(CN2CCN(CCCn3cccn3)CC2CCO)cc1 (stereo unspecified)	-0.1	107	-2	3	3	13	-5	-6	102	-5	-6
C/C(=N/NC(=O)c1sc(NS(=O)(=O)c2ccccc2)nc1C)c1ccccc1	0.5	98	-7	1	11	11	-3	-9	100	-3	-5
O=S(=O)(NCC(O)COCc1ccco1)c1cccs1 (stereo unspecified)	0.3	96	-6	0	25	13	-7	-7	96	-5	-2
COc1ccc(CC(=O)Nc2ccc3c(C)cc(=O)oc3c2)cc1OC	0.1	101	-6	-3	12	9	-16	-4	99	-6	-2
COc1ccc(OCC(O)CN2CCN(c3ccccc3)CC2)cc1 (stereo unspecified)	0.5	100	0	0	10	8	-5	-4	100	0	2
CC1CCCCN1C(=O)Cc1ccc(Cl)cc1 (stereo unspecified)	2.3	97	-7	5	13	37	-18	-7	98	-9	-4
COC(=O)CSc1nnc(CNC(=O)c2ccco2)n1-c1ccc(F)cc1	-0.8	97	0	-3	8	9	0	-4	96	-1	1
Cc1nc2ccc(NC(=S)N3CCN(c4ccccn4)CC3)cc2nc1C	-0.3	96	-1	-2	4	10	4	0	96	2	-2
Nc1nnc(CSCc2ccccc2)s1	0.6	126	-16	13	14	33	-19	-11	122	-15	-6
COc1ccc(CCN(CC(=O)NC(C)(C)C)C(=O)Cn2nnc(-c3ccc(C)o3)n2)cc1OC	0.2	99	0	6	9	19	-1	0	99	-3	1
COc1ccc(/C(N)=N/OC(=O)Cc2ccc(OC)c(OC)c2)cc1	-1.4	96	-5	45	14	32	-20	-9	100	-11	0
COc1ccc(OC)c(NC(=O)CNC(=O)Cn2ccc3ccccc3c2=O)c1	0.4	104	-4	0	6	26	-12	-8	103	-8	-1
O=C(CSCc1ccc(F)cc1)NC1CCCC1	0.2	116	-12	1	7	34	-8	-4	120	-1	0
COc1ccc(NC(=O)CN(C)CC(=O)Nc2ccccc2SC)cc1	0.0	100	-5	0	13	18	-5	-2	101	-3	-1
Cc1nc2ccccc2c(=O)n1/N=C/c1ccco1	1.0	?	-4	13	12	12	-5	-5	99	-5	-2
COc1ccc(NC(=O)CSc2nc3c(cc2C#N)CN(C)CC3)cc1	0.2	100	-6	5	11	29	-4	-9	98	-3	-2
Cc1nc(-c2ccccc2)sc1C(=O)CSc1ccc(Cl)cc1	0.0	110	-17	3	14	29	-12	-12	108	-12	0
Cc1cccc(CCNC(=O)CN(C)S(=O)(=O)c2ccc3c(c2)c(=O)n(C)c(=O)n3C)c1	-0.6	100	-3	2	8	16	-8	-2	103	-5	2
O=C(Nc1ccccc1)C1CCCN(S(=O)(=O)c2ccc(-n3cnnn3)cc2)C1 (stereo unspecified)	-1.1	106	-8	1	14	47	-14	-8	107	-10	0
Cc1onc(-c2ccccc2)c1C(=O)Nc1sc2c(c1C(N)=O)CCC2	0.7	90	5	3	7	30	-1	1	92	0	0

Later entries:
SMILES	ABCB1 inh	RGS7-Gao reg	Bim-Bcl-XL	ABCG2 block	Avidin bead fluor	GSH fluor	Bim-Bfl-1	Bcl-B Bim block	RGS4-Gao reg	Bim-Bcl-2	Bim-Bcl-W
COC(=O)C1=C(C)NC(C)=C(C(=O)OC)C1/C=C/c1ccccc1	1.9	101	-9	14	11	35	-20	-9	102	-7	0
COc1cccc(/C=C/c2ccncc2)c1OC	1.7	100	1	6	15	11	-8	0	85	0	3
COc1ccc(C(=O)Nc2nc3ccccc3[nH]2)cc1S(=O)(=O)N1CCOCC1	0.7	?	18	7	11	7	9	18	102	9	9
COn1c(C)c(C(C)=O)c2c3nonc3ccc21	0.2	103	-2	3	17	18	0	-1	101	-3	-1
CCC(C)(C)C(=O)Nc1cccc(Cl)c1C	0.9	99	1	13	9	13	-5	-2	110	-5	0
CCOC(=O)C1=C(C)Nc2ncnn2C1c1cccs1 (stereo unspecified)	0.2	101	0	1	28	14	0	-3	101	-5	-3

Filtered by structure, the entries above containing a furan ring, fused or not (7)
SMILES	ABCB1 inh	RGS7-Gao reg	Bim-Bcl-XL	ABCG2 block	Avidin bead fluor	GSH fluor	Bim-Bfl-1	Bcl-B Bim block	RGS4-Gao reg	Bim-Bcl-2	Bim-Bcl-W
CCn1nnc(NC(=O)c2ccc(-c3ccc(Cl)cc3)o2)n1	0.5	100	-2	3	11	17	-2	-2	102	-3	-2
Cc1ccc(-n2c(-c3ccco3)nc3nc4ccccc4nc32)cc1	0.7	102	-5	19	5	23	0	-15	109	0	-3
Cc1occc1C(=O)NC(C)C1CCCO1 (stereo unspecified)	2.6	102	-9	6	15	35	-10	-3	103	-9	-2
O=S(=O)(NCC(O)COCc1ccco1)c1cccs1 (stereo unspecified)	0.3	96	-6	0	25	13	-7	-7	96	-5	-2
COC(=O)CSc1nnc(CNC(=O)c2ccco2)n1-c1ccc(F)cc1	-0.8	97	0	-3	8	9	0	-4	96	-1	1
COc1ccc(CCN(CC(=O)NC(C)(C)C)C(=O)Cn2nnc(-c3ccc(C)o3)n2)cc1OC	0.2	99	0	6	9	19	-1	0	99	-3	1
Cc1nc2ccccc2c(=O)n1/N=C/c1ccco1	1.0	?	-4	13	12	12	-5	-5	99	-5	-2
